TRPML3 agonist: human TRPML3 channel agonists, primary screen, cell-based, HEK293 TRPML3-YFP, Fluo-8 calcium fluorescence, 3 µM | activation, % at 3 µM | actives 0.29% (n = 220,000) | Mucolipin-3 (Homo sapiens), Q8TDD5 | AID 1448, 2008 | 100% = the carbachol control signal;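 active means activation above its plate's cutoff, the mean activation of the plate's test wells plus 3 SD, cut at about 12% in these data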;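 further: 0% = DMSO only wells and 100% = carbachol wells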
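Test system – HEK293 line with stable expression of human TRPML3-YFP channel · Control set – carbachol 87 µM final as high control (100%), DMSO as low control (0%) · Signal – Fluo-8 calcium dye fluorescence, ex 470-495, em 515-575 nm · Incubation – 1-h 37 °C dye load, 5-s basal, 120-s post-compound reads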
zfTRPN1 agonist: zebrafish TRPN1 channel agonists, primary screen, cell-based, HEK293, calcium fluorescence; actives 0.18% (n = 220,000); AID 1424, 2008; transient receptor potential cation channel N1 (TRPN1/NompC), Danio rerio; HEK293 zebrafish TRPN1-YFP, Fluo-8 calcium fluorescence; 100% = response to 87 µM carbachol; activation, % at 3 µM;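 active means activation above its plate's cutoff, the mean activation of test wells on that plate plus 3 SD, cut at about 19% in these data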;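 further: 0% = DMSO alone and 100% = 87 µM carbachol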
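System: zebrafish TRPN1-YFP in HEK293 cells / Dosing: 3 µM single point / Timing: dye loading 1 h at 37 °C, then 30 min room temperature / Signal: Fluo-8 calcium fluorescence, excitation 470-495 nm, emission 515-575 nm / Read-out basis: percent activation from peak over basal fluorescence ratio, control-normalized / Control set: high carbachol 87 µM, low DMSO alone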
CHOP inh: inhibitors of CHOP promoter induction, primary screen, cell-based, unfolded protein response, luciferase reporter. CHO-K1 CHOP-promoter luciferase, tunicamycin-induced, 15-18 h. inhibition, % at 10 µM. actives 3.8% (n = 220,000). AID 2732, 2010;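 active means compounds that reduced the stress-induced luciferase reporter signal by more than about 70% of percent inhibition, limit read from the data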;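 further: 0% = tunicamycin plus vehicle and 100% = wells without tunicamycin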
S1P4 agonist: S1P4 receptor agonists, primary screen, cell-based; Sphingosine 1-phosphate receptor 4 (Homo sapiens), O95977; S1P4-expressing cell line, agonist reporter assay; activation, % at 4.98 µM; actives 0.35% (n = 220,000); AID 1509, 2009; in the data active means activation above about 11%;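 further: 0% = DMSO vehicle and 100% = reference agonist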
Target sequence (O95977 whole entry, looked up): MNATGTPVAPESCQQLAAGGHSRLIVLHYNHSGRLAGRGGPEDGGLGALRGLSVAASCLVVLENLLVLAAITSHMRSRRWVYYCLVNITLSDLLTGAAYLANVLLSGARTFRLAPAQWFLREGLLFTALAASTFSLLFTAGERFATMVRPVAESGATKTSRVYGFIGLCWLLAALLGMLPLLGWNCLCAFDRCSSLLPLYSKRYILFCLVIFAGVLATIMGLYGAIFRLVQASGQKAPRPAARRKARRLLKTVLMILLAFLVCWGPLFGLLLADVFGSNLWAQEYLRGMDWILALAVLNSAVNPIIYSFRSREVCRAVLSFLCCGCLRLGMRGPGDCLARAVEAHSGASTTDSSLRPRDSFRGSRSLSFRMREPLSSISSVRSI
NPY-Y1 PAM-ag: NPY-Y1 receptor potentiators or agonists, primary screen, cell-based; Neuropeptide Y receptor type 1 (Homo sapiens), P25929; NPY-Y1 expressing cells, potentiator/agonist activation; activation, % at 3.6 µM; actives 0.37% (n = 220,000); in the data active means activation above about 33%, passing the limit was not always enough;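 further: cells stimulated with NPY at EC10 then isoproterenol at EC100; 0% = low agonist plus stimulus and 100% = saturating agonist plus stimulus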
S1P4 antag: S1P4 receptor antagonists, primary screen, cell-based | Sphingosine 1-phosphate receptor 4 (Homo sapiens), O95977 | S1P4-expressing cells, antagonist mode, reporter read-out | inhibition, % at 4.98 µM | actives 0.26% (n = 220,000); in the data active means inhibition above about 29%;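 further: 0% = wells stimulated with agonist and 100% = vehicle wells without agonist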
NPY Y1 blocker: NPY-Y1 receptor antagonists, primary screen, cell-based | Neuropeptide Y receptor type 1 (Homo sapiens), P25929 | HEK293-CNG Y1 cells, membrane potential fluorescence; NPY at EC95, then isoproterenol | inhibition, % at 3.6 µM | actives 1% (n = 200,000) | AID 1040, 2008;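 active means inhibition above the campaign mean inhibition of all tested compounds plus 3 SD, cut at about 20% in these data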;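 further: 0% = DMSO wells given NPY plus isoproterenol and 100% = isoproterenol alone without NPY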
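Material: HEK293 cells with Y1 receptor plus CNG channel; times: compound incubation 1 h at room temperature, readout 45 min post-stimulation; signal: fluorescence, membrane potential probe; read-out basis: fluorescence ratio normalized to % inhibition between controls; benchmarks: full-block control isoproterenol-only wells, zero-block control NPY plus isoproterenol wells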
NPY2 pot ag: NPY-Y2 potentiators or agonists, primary screen, cell-based; cells expressing NPY-Y2, potentiator/agonist read-out; activation, % at 3.6 µM; Neuropeptide Y receptor type 2 (Homo sapiens), P49146; actives 0.45% (n = 220,000); in the data active means activation above about 27%;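 further: cells stimulated with NPY near EC25 plus isoproterenol at EC100; 0% = vehicle plus submaximal agonist and 100% = vehicle plus saturating agonist; some results beyond the cut were filed as inactive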
EP2 modulator: EP2 receptor modulators, cAMP readout, primary screen, cell-based, HTRF cAMP, PGE2 stimulation; EP2-expressing cells, cAMP HTRF FRET, PGE2 co-stimulation; induction, % at 25 µM; actives 0.83% (n = 260,000); AID 940, 2007;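 active means compounds whose cAMP rise, as percent of the full-agonist control response, exceeds 60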;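 further: rat C6 glioma line stably carrying human EP2 under a CMV promoter; the protocol text gives 20 µM as final concentration; 100% = response of wells given 1 µM PGE2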
Target sequence (P43116 whole entry, looked up): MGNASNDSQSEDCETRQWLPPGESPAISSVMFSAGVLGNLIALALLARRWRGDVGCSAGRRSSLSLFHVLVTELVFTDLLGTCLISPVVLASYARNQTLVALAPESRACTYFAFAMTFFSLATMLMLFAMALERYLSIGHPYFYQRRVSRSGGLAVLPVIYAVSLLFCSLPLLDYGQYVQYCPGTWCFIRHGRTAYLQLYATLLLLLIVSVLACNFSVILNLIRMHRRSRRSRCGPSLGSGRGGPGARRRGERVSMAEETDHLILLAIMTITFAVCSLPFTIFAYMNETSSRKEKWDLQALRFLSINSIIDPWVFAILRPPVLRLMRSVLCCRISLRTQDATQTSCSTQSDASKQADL
* = called active by the depositor; / = no result given; & = joins results of further samples. Random draw from the library, and some 6.5% of all compounds hit somewhere here.

SMILES	TRPML3 agonist	zfTRPN1 agonist	CHOP inh	S1P4 agonist	NPY-Y1 PAM-ag	S1P4 antag	NPY Y1 blocker	NPY2 pot ag	EP2 modulator
CC(C(=O)Nc1ccccc1Sc1ccccc1)N(c1ccccc1)S(C)(=O)=O (stereo not drawn)	-0.1	-1.0	12	0.0	19	-17	7	-10	47
COc1cc(-c2n[nH]c(=S)n2-c2ccccc2C(F)(F)F)cc(OC)c1OC	0.2	0.5	-18	4.2	3	-5	/	-23	-4
CC1CCN(S(=O)(=O)c2cccc(C(=O)Nc3ccccn3)c2)CC1	0.0	0.3	-8	-0.9	-20	15	6	14	-43
COc1ccc(C(CNC(=O)c2cc(F)c(F)c(F)c2F)N2CCOCC2)cc1 (stereo not drawn)	-0.6	-3.0	-5	0.8	0	5	1	-4	14
O=C(CSc1nnc(-c2ccccc2)c(-c2ccccc2)n1)N1CCOCC1	-0.6	-0.4	72*	-0.1	-3	-24	-6	-2	2
O=C(CCCCCn1c(=O)[nH]c2ccsc2c1=O)NCc1ccc(F)cc1	0.6	0.5	13	0.7	18	-6	11	-6	-3
CCC1CCCCN1C(=O)CSc1nnc(CNC(=O)COc2ccc(Cl)cc2)o1 (stereo not drawn)	0.2	-1.1	14	-3.3	7	7	0	-15	-13
Cc1ccc(NC(=S)Nc2c(C)n(C)n(-c3ccccc3)c2=O)cc1	0.6	0.8	17	-1.0	-4	9	1	21	-7
S=C(Nc1ccccc1)N1N=CCC1c1ccccc1 (stereo not drawn)	0.6	0.5	-11	1.1	2	2	-1	12	22
Clc1cc(-c2ccc(/C=N/n3cnnc3)o2)ccc1Br	0.1	0.4	23	1.9	-10	-8	4	4	-17
COCCC(=O)NNS(=O)(=O)c1ccc(Cl)cc1	1.4	1.6	-52	0.5	5	10	3	-6	-7
CCCCCCCCNc1nc(Cl)nc(NCCN2CCOCC2)n1	0.3	-0.1	9	17*	-7	-16	1	-10	5
O=C(O)CCN1C(=O)C2C3c4ccccc4C(c4ccccc43)C2C1=O (stereo not drawn)	0.3	3.0	-6	-0.4	-2	-13	/	-22	-4
CCOC(=O)C(NC(=O)CC)(Nc1cc(C)on1)C(F)(F)F (stereo not drawn)	0.7	-0.1	28	0.8	-2	-3	-5	-3	1
Cc1ccc(S(=O)(=O)NCC(c2cccnc2)N(C)C)cc1 (stereo not drawn)	0.5	-0.1	8	-0.6	-1	17	6	-8	17
CC(=O)NCCn1c(SCC(=O)OCc2ccccc2)nc2ccccc2c1=O	0.6	-0.2	7	1.1	-11	-6	-1	-11	-6
CCN(CC)CCN(C(=O)c1ccc2c(c1)CCCC2)c1nc2ccc(F)cc2s1	1.4	-0.3	65	-0.9	-9	1	16	-15	46
COC(=O)c1nn(Cc2ccccc2)c(=O)c2ccccc12	-0.8	-0.7	-1	1.1	-23	-8	7	7	9
O=C(/C=C/c1cc([N+](=O)[O-])ccc1OC(F)F)Nc1cccc2ccccc12	0.9	-0.1	21	-0.2	8	-7	1	-4	-16
O=C(CSCc1ccccc1)N1CCN(c2ccccc2)CC1	0.3	0.5	-6	-2.5	12	-9	10	-14	12
O=C(COC(=O)c1cnccn1)c1cccc([N+](=O)[O-])c1	0.7	0.5	6	0.3	20	-5	/	7	5
Cc1ccc(C2CN(c3ccccc3)CC2C(=O)c2ccc(F)cc2)cc1 (stereo not drawn)	0.1	-0.8	-1	1.5	-10	-8	1	-12	34
Cn1c(SCC(=O)Nc2ccccc2)nnc1-c1ccc(NC(=O)CCc2ccccc2)cc1	0.5	0.3	-9	-0.2	-9	-2	-6	9	-37
COCC(=O)OCC(=O)N1N=C(c2ccc(Cl)cc2)CC1c1ccco1 (stereo not drawn)	-1.0	-1.5	11	0.6	9	-2	1	12	27
O=C(CC1SC(=NCc2ccccc2)NC1=O)Nc1ccccc1 (stereo not drawn)	0.5	-0.6	-30	0.1	8	-11	-1	6	-82
(list continues)
SMILES	TRPML3 agonist	zfTRPN1 agonist	CHOP inh	S1P4 agonist	NPY-Y1 PAM-ag	S1P4 antag	NPY Y1 blocker	NPY2 pot ag	EP2 modulator
CCOCCCNC(=O)c1c[nH]c2cc(OC)ccc2c1=O	0.9	0.1	-11	-1.3	0	11	1	6	-38
CCn1c(SCc2nc3ccccc3[nH]2)nnc1-c1ccncc1	0.3	0.8	-6	-0.6	16	-8	-5	8	1
CC(C(=O)NN)n1nnc(N2CCOCC2)n1 (stereo not drawn)	0.9	1.5	3	-0.1	14	-13	/	1	2
CCn1cc(Cl)c(C(=O)Nc2nc3ccccc3n2CCN2CCCCC2)n1	0.8	0.3	14	-0.7	-17	-17	4	-1	-13
CN(/N=C/C=C/c1ccccc1)C1=NS(=O)(=O)c2ccccc21	0.6	1.1	14	1.9	11	5	3	0	82*
COc1ccccc1NC(=O)Cc1c(F)cccc1Cl	-0.3	0.4	16	-1.3	-15	10	6	-9	8
CC(n1cnnn1)C12CC3CC(CC(C3)C1)C2 (stereo not drawn)	0.6	-1.3	-4	-2.5	14	-2	10	4	9
COc1ccc(CNC(=O)CSc2nnnn2Cc2ccccc2)cc1	-1.4	-1.9	25	1.1	-17	3	4	-34	9
COc1cc(OC)c(-c2nc3ccccc3s2)cc1OC	0.8	-2.8	72*	1.2	-14	-8	2	-9	-6
O=C(Cc1cccs1)Nc1ccc(-c2nc3ccccc3[nH]2)cc1	-0.2	-0.8	-18	0.3	19	14	-5	-9	-25
COCCn1c(=N)c(C(=O)NCc2ccco2)cc2c(=O)n3cc(C)ccc3nc21	1.1	0.3	6	5.0	12	-8	4	6	-7&-5
COC(=O)c1ccc(C(=O)OC)c(NC(=S)N2CCN(c3cccc(Cl)c3)CC2)c1	1.0	-0.9	27	0.7	5	-27	5	5	31
CCCC1=NN(C(=O)CCc2ccccc2O)C(O)(C(F)(F)F)C1 (stereo not drawn)	0.3	0.6	16	-0.7	14	-7	-2	5	-8&15
COc1cc(OC)cc(C(=O)N[C@H](C(=O)NCCc2c[nH]c3ccccc23)C(C)C)c1	-0.3	-1.2	18	0.2	-2	1	7	4	-18
Cc1ccc(N2C(=O)CC(N3CCN(C4CCc5ccccc5C4)CC3)C2=O)cc1 (stereo not drawn)	0.1	-0.4	38	2.5	4	0	-1	8	-4
CCOC(=O)c1cnc2c(-c3ccccc3OC)c(C)nn2c1C	-0.6	-2.1	-15	0.8	-18	-10	4	-15	10&33
CN(C)C(=O)Cn1c(SCC(=O)NCc2ccc3c(c2)OCO3)nc2ccccc21	0.9	-0.5	-3	0.4	-20	14	4	-5	25
Nc1ccccc1SCc1c(Cl)cccc1Cl	0.8	-0.6	-10	0.6	-29	6	/	-41	-5
Cc1ccc(S(=O)(=O)N2Cc3ccccc3CC2C(=O)Nc2ccc3c(c2)OCO3)cc1 (stereo not drawn)	-0.8	-1.5	37	3.2	-3	1	2	-11	22
COc1ccc2c(c1)c(=O)c(C(=O)c1ccccc1)cn2Cc1ccc(C)cc1	-0.5	-2.9	8	2.0	-48	-3	12	-17	28
COC(CNC(=O)c1ccc2c(c1)ncn2-c1ccc(F)c(F)c1)OC	0.1	0.0	0	0.2	9	7	1	2	-10
COCc1cc(C)nc2sc(C(=O)NCCO)c(-n3cccc3)c12	0.2	1.3	0	1.9	-1	-6	3	7	11
CC(C)C(=O)N1CCN(c2ccc(NC(=O)c3ccc([N+](=O)[O-])o3)cc2Cl)CC1	0.0	0.5	16	-3.2	-14	47*	1	-31	-46
COCCN=C1Sc2nc3c(C)cccc3cc2CN1Cc1ccco1	0.8	-0.4	-10	-0.5	-8	51*	0	-31	51&29
C=CCn1c(NCCO)nc2sc3c(c2c1=O)CCC3	0.0	0.5	-15	0.3	2	-14	3	9	-7
CCN1/C(=C2\C(=O)N(C)C(=S)N2C)C=Cc2cc(C)ccc21	0.0	0.2	-3	-0.3	-14	-14	1	12	4
CCOCCNC(=O)c1ccc2c3c(cccc13)CC2	0.1	-1.5	42	-1.4	14	7	5	12	-15
N#CC1=C(N)C(C#N)(C#N)[C@H](c2c(F)cccc2F)[C@H]2CC3(CC=C12)OCCO3	2.3	2.1	-22	1.4	-10	9	-12	5	20
CCn1c(SCC(=O)Nc2cc(C)on2)nnc1-c1ccc(S(=O)(=O)N2CCN(C)CC2)cc1	0.6	-0.7	0	-2.0	1	-19	3	-12	14
COc1ccc(-c2noc(-c3cccnc3)n2)cc1OC	0.4	-0.4	-11	1.3	0	-22	0	12	-37

Molecules listed so far that contain an aryl thioether with sulfur outside any ring:
SMILES	TRPML3 agonist	zfTRPN1 agonist	CHOP inh	S1P4 agonist	NPY-Y1 PAM-ag	S1P4 antag	NPY Y1 blocker	NPY2 pot ag	EP2 modulator
CC(C(=O)Nc1ccccc1Sc1ccccc1)N(c1ccccc1)S(C)(=O)=O (stereo not drawn)	-0.1	-1.0	12	0.0	19	-17	7	-10	47
O=C(CSc1nnc(-c2ccccc2)c(-c2ccccc2)n1)N1CCOCC1	-0.6	-0.4	72*	-0.1	-3	-24	-6	-2	2
CCC1CCCCN1C(=O)CSc1nnc(CNC(=O)COc2ccc(Cl)cc2)o1 (stereo not drawn)	0.2	-1.1	14	-3.3	7	7	0	-15	-13
CC(=O)NCCn1c(SCC(=O)OCc2ccccc2)nc2ccccc2c1=O	0.6	-0.2	7	1.1	-11	-6	-1	-11	-6
Cn1c(SCC(=O)Nc2ccccc2)nnc1-c1ccc(NC(=O)CCc2ccccc2)cc1	0.5	0.3	-9	-0.2	-9	-2	-6	9	-37
CCn1c(SCc2nc3ccccc3[nH]2)nnc1-c1ccncc1	0.3	0.8	-6	-0.6	16	-8	-5	8	1
COc1ccc(CNC(=O)CSc2nnnn2Cc2ccccc2)cc1	-1.4	-1.9	25	1.1	-17	3	4	-34	9
CN(C)C(=O)Cn1c(SCC(=O)NCc2ccc3c(c2)OCO3)nc2ccccc21	0.9	-0.5	-3	0.4	-20	14	4	-5	25
Nc1ccccc1SCc1c(Cl)cccc1Cl	0.8	-0.6	-10	0.6	-29	6	/	-41	-5
CCn1c(SCC(=O)Nc2cc(C)on2)nnc1-c1ccc(S(=O)(=O)N2CCN(C)CC2)cc1	0.6	-0.7	0	-2.0	1	-19	3	-12	14

Screening results (PubChem BioAssay)
